LYP phosphatase: inhibition of human PTPN22 tyrosine phosphatase – biochemical, DiFMUP fluorescence, recombinant catalytic domain, 10 µM, primary screen (AID 606). recombinant LYP catalytic domain, DiFMUP fluorescence; higher % means a stronger effect. one-dose inhibition, % at 10 µM; IC50 in µM for titrated hits. 52,000 tested, under 10 active;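 active = IC50 under 40 µM in the dose-response test; inactive = IC50 of 40 µM or more, or never dose-tested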
HT1080 viability: HT1080 cell viability loss – fluorescence readout (AID 620) | HT1080 viability, fluorescence; higher % means a stronger effect | cytotoxicity, % at 10 µM; hits with a dose series show EC50 in µM | 87,000 tested, 0.42% active;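 note: cells exposed to compound overnight then 4 h with Alamar Blue; 0% = vehicle DMSO and 100% = killing control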
MK inhibit: S. pneumoniae mevalonate kinase inhibition | 65,000 tested, 0.48% active | inhibition, % at 10 µM | AID 555 | purified MK, PK/LDH-coupled NADH absorbance 340 nm;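 active = ranked among the strongest by inhibition in the single 10 µM screen, a fixed top-ranked set picked for dose follow-up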; note: no value below 0 was filed
Alkaline phosphatase: human TNAP enzyme inhibitors, biochemical, luminescent (AID 518). purified TNAP enzyme, luminescent substrate readout; higher % means a stronger effect. one-dose inhibition, % at 20 µM; IC50 in µM for titrated hits. 64,000 tested, 0.09% active; in the data active = a potency from the dose series; inactive = the rest, 99 in 100 with inhibition below about 22%;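 note: plate controls were vehicle for no effect and reference inhibitor for full effect; many of its hits are not listed in these tables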
Bfl-1 inhibitors: Bfl-1 inhibitors, primary screen, biochemical, fluorescence polarization, FITC-Bid, mouse (AID 432) | FITC-Bid BH3 peptide fluorescence polarization displacement; higher % means a stronger effect | displacement, % at 20 µM; hits with a dose series show IC50 in µM | 64,000 tested, 0.02% active; in the data active = a potency from the dose series; inactive = the rest, 99 in 100 with displacement below about 15%; note: strong numbers were not always called active
HPDE-C7K KRASV12: cytotoxicity in KRAS-transformed pancreatic duct cells, primary screen, cell-based, fluorescence, HTS (AID 431); HPDE-C7K KRASV12 cells, Alamar Blue viability, 48 h; higher % means a stronger effect; one-dose cytotoxicity, % at 10 µM; EC50 in µM for titrated hits; 63,000 tested, 1.7% active;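 active = compounds whose percent cytotoxicity in the single-dose primary screen, scaled between solvent and toxic-drug controls, exceeds 50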;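 note: 0% = DMSO solvent wells and 100% = doxorubicin-treated wells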
PMK inhibit: inhibitors of Streptococcus pneumoniae phosphomevalonate kinase. inhibition, % at 10 µM. purified PMK, PK/LDH-coupled NADH absorbance 340 nm. AID 539. 65,000 tested, 0.49% active;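 active = top-ranked compounds by inhibition in the single 10 µM screen, taking a fixed number of the strongest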;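 note: 0% = full reaction with DMSO carrier and 100% = background rate without enzyme reaction; no value below 0 was filed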
Spn DPM-DC inh: blocks S. pneumoniae diphosphomevalonate decarboxylase; purified DPM-DC, PK/LDH coupled NADH fluorescence; AID 556; calls only at 10 µM; 65,000 tested, 0.49% active;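 active = the 320 compounds with the highest percent inhibition in the single-dose primary screen, excluding strongly autofluorescent ones, cut at about 32% in these data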;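 note: kinetic rate of NADH fluorescence loss reporting ADP formed by the decarboxylase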
HPDE-C7 cytotoxicity: HPDE-C7 pancreatic duct cell viability loss – fluorescence, HTS (AID 430) | HPDE-C7 pancreatic duct cells viability, fluorescence; higher % means a stronger effect | 63,000 tested, 1.8% active | one-dose cytotoxicity, % at 10 µM; EC50 in µM for titrated hits;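 note: cells exposed to compound for 48 hours before viability readout; 0% = vehicle and 100% = reference cytotoxic drug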
PMK inhibit pilot replicates: further read-out of PMK inhibit, marked with its call; inhibition, %; measured here: pilot screen replicates
MK inhibit pilot replicates: second read-out of MK inhibit, no call of its own (marks repeat the call); inhibition, %; measured here: pilot screen replicates
Spn DPM-DC inh pilot screen %: second read-out of Spn DPM-DC inh, no call of its own (marks repeat the call); inhibition, %; measured here: pilot screen trials
Starred values were filed as active, the others as inactive; i = inactive; x = no result given. Cut-off read from the data, not from the text of the source, unless noted: active = cytotoxicity above about 50%; inactive = the rest.

SMILES	LYP phosphatase	HT1080 viability	MK inhibit	Alkaline phosphatase	Bfl-1 inhibitors	HPDE-C7K KRASV12	PMK inhibit	Spn DPM-DC inh	HPDE-C7 cytotoxicity	others
CCCCC(=O)C1CCN(Cc2ccccc2)CC1	x	25%	6	8%	-2%	8%	3	i	7%
CCC(=O)Nc1c(C)c(CC)nc2ccccc12	4%	3%	6	8%	3%	2%	1	i	-8%
CC(C)NC(=O)CN(C(=O)CCC(=O)Nc1ccccn1)c1ccc(F)c(Cl)c1	-6%	-5%	6	4%	1%	2%	16	i	-2%
CCOc1ccc(C2=Nn3c(nnc3-c3ccccc3)SC2)cc1Cl	6%	7%	2	2%	-8%	-10%	7	i	-10%
CC(C)CCNc1nc2c(c(=O)n(Cc3cccc(F)c3)c(=O)n2C)n1C	x	-12%	1	9%	0%	42%	14	i	35%
O=C1NC2C(NC(=O)N2C2CCCCC2)N1C1CCCCC1 (stereo not drawn)	-8%	0%	0	24%	-4%	-19%	21	i	-16%
CC(=O)OC1CCC(OC(C)=O)c2c1n([O-])c(C)c(C)[n+]2=O (stereo not drawn)	3%	2%	2	-5%	-2%	2%	16	i	-2%
CCOC(=O)N1CCC(NC(=O)C2CCN(C(=O)N3CC(C)Oc4ccc(C)cc43)CC2)CC1 (stereo not drawn)	11%	x	4	0%	0%	-2%	0	i	-4%
Cc1nn(C(=O)CCCC(=O)n2nc(C)c(Cl)c2C)c(C)c1Cl	4%	3%	12	6%	-4%	-6%	5	i	-10%
COc1ccc(NC(=O)CN(c2ccc(C)cc2)S(=O)(=O)c2c(C)nn(C)c2C)cc1OC	5%	-10%	1	-6%	2%	-15%	5	i	-16%
CC1C[C@@]2(NC(=O)NC2=O)C(C)CN1C (stereo partly drawn)	10%	-10%	8	6%	-4%	2%	2	i	4%
Cc1cccc(-n2c(Cc3cc(=O)[nH]c(=O)[nH]3)nnc2SCC(=O)N2CCCCC2)c1	5%	7%	7	7%	0%	-8%	14	i	-2%
COc1ccc(CNC(=O)CCS(=O)(=O)c2cccc3nonc23)cc1	7%	4%	4	4%	11%	1%	9	i	-6%
Brc1ccc(C2Nc3cccc4cccc(c34)N2)o1	x	11%	7	13%	2%	-5%	3	i	-13%
CC(C)(C)n1nnnc1C(c1cccc(C#N)c1)N1CCN2CCCC2C1 (stereo not drawn)	x	-6%	6	5%	-6%	-2%	11	i	-16%
Cc1ccc(S(=O)(=O)Nc2ccc(S(=O)(=O)Nc3ncccn3)cc2)cc1	x	-13%	3	1%	-7%	4%	5	i	-10%
CC(=O)c1c(C)nc(C)nc1NC(=O)Cc1ccccc1	x	-1%	2	12%	-5%	10%	2	i	0%	PMK inhibit pilot replicates=0.0;MK inhibit pilot replicates=0.0;Spn DPM-DC inh pilot screen %=0.0
O=C1c2oc3ccc(Cl)cc3c(=O)c2C(c2ccccn2)N1CCCN1CCOCC1 (stereo not drawn)	11%	0%	5	0%	-6%	-15%	0	i	-27%
CCNC(=O)C1CN(S(=O)(=O)c2ccccc2)CCN1S(=O)(=O)c1ccccc1 (stereo not drawn)	x	5%	8	6%	3%	-24%	17	i	-10%
CCn1c(SCc2ccc(C#N)cc2)nnc1-c1ccc(S(=O)(=O)N2CCCCC2)cc1	x	-5%	18	11%	-5%	-1%	11	i	-9%
Cc1ccc(C(=O)Nc2nc3ccc(S(C)(=O)=O)cc3s2)s1	-5%	3%	11	3%	-6%	13%	16	i	4%
CCOc1ccc(NC(=O)c2oc3ccccc3c2NC(=O)C(C)C)cc1	x	7%	1	25%	-3%	11%	7	i	12%
Cc1nc(NC2=NCN(Cc3ccccc3)CN2)nc2ccccc12	-5%	4%	1	5%	6%	-16%	0	i	-18%
C/C=C(\C)c1nnc(NC(=O)c2ccco2)s1	-15%	2%	0	4%	0%	11%	11	i	14%
C=CCOC(=O)C1=C(C)Nc2ncnn2C1c1cc(Br)ccc1F (stereo not drawn)	x	14%	6	7%	0%	8%	3	i	-4%
Carrying on.
SMILES	LYP phosphatase	HT1080 viability	MK inhibit	Alkaline phosphatase	Bfl-1 inhibitors	HPDE-C7K KRASV12	PMK inhibit	Spn DPM-DC inh	HPDE-C7 cytotoxicity	others
CC1=C(C(=O)OCC2CCCO2)C(c2ccc(O)cc2)NC(=O)N1 (stereo not drawn)	4%	-4%	2	2%	4%	-26%	2	i	-22%
CC(=O)OC1c2ccccc2C(=O)N1c1ccccc1C (stereo not drawn)	17%	-3%	3	19%	-4%	-9%	3	i	-1%	PMK inhibit pilot replicates=3.0;MK inhibit pilot replicates=4.0;Spn DPM-DC inh pilot screen %=0.0
CCOC(=O)c1c(C)[nH]c(C(=O)COC(=O)CCC(=O)c2ccc3c(c2)OCCO3)c1C	4%	-4%	4	7%	0%	9%	12	i	6%
CCOC(=O)Cc1csc(NC(=O)CSc2ncnc3c2cnn3-c2ccccc2Cl)n1	x	-2%	2	11%	1%	50%*	0	i	57%*
Nc1ccc(OCc2ccccc2)cc1	7%	4%	6	7%	-2%	5%	0	i	-4%
COc1ccc(-c2csc3ncnc(NCCN4CCOCC4)c23)cc1	9%	-5%	6	14%	0%	26%	15	i	20%
CCOC(=O)c1ccccc1NC1c2ccccc2C(=O)N1c1ccc(C)cn1 (stereo not drawn)	2%	x	5	7%	2%	7%	2	i	-3%
CSc1nc(O)c(Cc2ccccc2)c(=O)[nH]1	5%	1%	1	2%	-2%	-17%	5	i	-13%
O=S1(=O)C=C(Sc2nc3cc(Cl)ccc3o2)c2ccccc21	12%	5%	9	2%	-7%	9.4µM*	5	i	4µM*
CCOC(=O)COn1c2c(c3c4no[n+]([O-])c4ccc31)CCCC2	-1%	-26%	5	10%	19%	x	12	i	x
Cc1cc(C)c2c(n1)nn1c(C3CC3)cc(C(F)(F)F)nc21	7%	-11%	9	4%	-1%	-4%	6	i	0%	PMK inhibit pilot replicates=0.0;MK inhibit pilot replicates=3.0;Spn DPM-DC inh pilot screen %=0.0
O=C(NC1CC2CCCC(C1)N2C1CC1)NC12CC3CC(CC(C3)C1)C2 (stereo not drawn)	x	0%	4	-5%	-6%	5%	11	i	-4%
O=C(NCCCN1CCOCC1)c1ccc(Br)s1	15%	2%	4	4%	-5%	-3%	3	i	8%
CCOC(=O)C1CCN(CCC(=O)Nc2cccc(Cl)c2)CC1	-5%	3%	5	5%	-5%	0%	7	i	-7%
C=CCNc1nc(C2(C)CC3(CC(C)(C)OC3=O)C(=O)O2)cs1 (stereo not drawn)	8%	4%	0	10%	-3%	18%	0	i	1%
Cc1ccc(S(=O)(=O)c2nc(S(C)(=O)=O)sc2NCC2CCCO2)cc1 (stereo not drawn)	-7%	13%	7	6%	-3%	4%	0	x	0%
Cc1ccc(C(=O)NCCNC(=O)CN2CCOCC2)cc1	x	1%	x	11%	-12%	-12%	9	i	-18%
COc1cccc(-c2nn(C)c3sc(C(=O)NCc4ccc5c(c4)OCO5)cc23)c1	4%	0%	10	6%	-3%	22%	17	i	15%
O=C(CN(CCc1ccccc1)C(=O)CNS(=O)(=O)c1ccc(F)cc1)NCC1CCCO1 (stereo not drawn)	x	-2%	4	6%	3%	-17%	3	i	-23%
O=C(O)COc1ccc2c(c1)OCCO2	13%	-2%	8	5%	-4%	-4%	8	i	1%
CCN(CCCNC(=O)C1CCN(S(=O)(=O)c2cnc[nH]2)CC1)c1ccccc1	x	9%	6	4%	-7%	-3%	20	i	0%
CCOC(=O)c1ccc(NC2c3ncccc3C(=O)N2Cc2ccc(F)cc2)cc1 (stereo not drawn)	-5%	1%	38	5%	-6%	6%	20	i	-4%
CCC(C)NC(=O)C(NS(=O)(=O)c1ccc2c(c1)c(=O)n(C)c(=O)n2C)c1ccccc1 (stereo not drawn)	9%	-7%	2	2%	-3%	0%	5	i	-1%
CCOc1ccc(OCC)c(NC(=O)C2C3C=CC(O3)C2C(=O)NCc2ccco2)c1 (stereo not drawn)	-8%	-2%	8	11%	-8%	-11%	0	i	-2%
COCCCNC(CC(=O)Nc1ccccc1C(=O)OC)C(=O)O (stereo not drawn)	10%	1%	15	1%	-4%	x	3	i	x
The list goes on:
SMILES	LYP phosphatase	HT1080 viability	MK inhibit	Alkaline phosphatase	Bfl-1 inhibitors	HPDE-C7K KRASV12	PMK inhibit	Spn DPM-DC inh	HPDE-C7 cytotoxicity	others
Cc1c(Cl)cccc1N1CC(C(=O)Nc2nccs2)CC1=O (stereo not drawn)	6%	2%	0	4%	-9%	-1%	5	i	-9%
CC(c1ccccc1)n1cc(C(=O)NCCN2CCOCC2)nn1 (stereo not drawn)	-18%	4%	2	7%	2%	-2%	0	i	-12%
CCOC(=O)N1CCC(NC(=O)C2CCN(S(=O)(=O)c3c(C)noc3C)CC2)CC1	-13%	x	0	-2%	-2%	-8%	7	i	-5%
CCOC(=O)C1Cc2cc3c(cc2C1=O)CC(C(=O)OCC)C3=O (stereo not drawn)	x	4%	0	8%	18%	-1%	2	x	-4%
CCC(CC)C(=O)Nc1cccc(C(=O)N2CCOCC2)c1	18%	0%	11	7%	-2%	-7%	15	i	-4%
CCCOc1ccc(C(CC(=O)O)NS(=O)(=O)c2ccc(NC(C)=O)cc2)cc1 (stereo not drawn)	-13%	-2%	0	9%	-2%	-5%	19	i	-12%
C=CCn1c(=O)c(C(=O)NCCc2ccccc2)c(O)c2ccccc21	-4%	-9%	0	-5%	0%	-10%	0	i	-1%
CCCN(c1ccc(C(C)C)cc1)S(=O)(=O)c1c(C)noc1C	3%	x	0	14%	-2%	-9%	8	i	-7%
CCOC(=O)c1nnn(-c2nonc2N)c1-c1ccccc1	x	-2%	6	10%	-4%	6%	13	i	3%
COc1ccc(-n2c(Cc3cccn3C)nnc2SCC(=O)N2CCC(C)CC2)cc1	-4%	-10%	8	3%	-8%	1%	7	i	2%
COc1ccc(OC)c(NS(=O)(=O)c2ccc3c(c2)CCC(=O)N3)c1	4%	1%	0	6%	-5%	3%	14	i	3%

Gathered by group: the compounds so far containing two or more sulfur atoms
SMILES	LYP phosphatase	HT1080 viability	MK inhibit	Alkaline phosphatase	Bfl-1 inhibitors	HPDE-C7K KRASV12	PMK inhibit	Spn DPM-DC inh	HPDE-C7 cytotoxicity	others
Cc1ccc(S(=O)(=O)Nc2ccc(S(=O)(=O)Nc3ncccn3)cc2)cc1	x	-13%	3	1%	-7%	4%	5	i	-10%
CCNC(=O)C1CN(S(=O)(=O)c2ccccc2)CCN1S(=O)(=O)c1ccccc1 (stereo not drawn)	x	5%	8	6%	3%	-24%	17	i	-10%
CCn1c(SCc2ccc(C#N)cc2)nnc1-c1ccc(S(=O)(=O)N2CCCCC2)cc1	x	-5%	18	11%	-5%	-1%	11	i	-9%
Cc1ccc(C(=O)Nc2nc3ccc(S(C)(=O)=O)cc3s2)s1	-5%	3%	11	3%	-6%	13%	16	i	4%
CCOC(=O)Cc1csc(NC(=O)CSc2ncnc3c2cnn3-c2ccccc2Cl)n1	x	-2%	2	11%	1%	50%*	0	i	57%*
O=S1(=O)C=C(Sc2nc3cc(Cl)ccc3o2)c2ccccc21	12%	5%	9	2%	-7%	9.4µM*	5	i	4µM*
Cc1ccc(S(=O)(=O)c2nc(S(C)(=O)=O)sc2NCC2CCCO2)cc1 (stereo not drawn)	-7%	13%	7	6%	-3%	4%	0	x	0%

From PubChem
